# Assay outcomes (PubChem BioAssay)
# All columns: NCI-60 one-dose screen, growth in % after 48 h at 10 µM unless noted; 100 = growth as untreated, 0 = no growth, -100 = all killed.
# NCI/ADR-RES – NCI/ADR-RES ovarian cells; hit rate 4.4% among 81,000; AID 1794790
# NCI-H522 – NCI-H522 lung cancer; hit rate 8% among 78,000
# OVCAR-5 – OVCAR-5 ovarian cancer; AID 1794783; hit rate 2.9% among 82,000
# NCI-H226 – NCI-H226 lung cancer; hit rate 3.5% among 79,000
# OVCAR-8 – OVCAR-8 ovarian cancer; hit rate 4.4% among 81,000; AID 1794782
# NCI-H322M – NCI-H322M lung cancer; AID 1794733; hit rate 2.7% among 80,000
# OVCAR-3 – OVCAR-3 ovarian cancer; hit rate 7% among 79,000; AID 1794787
# NCI-H23 – NCI-H23 lung cancer; hit rate 4% among 80,000
# NCI-H460 – NCI-H460 lung cancer; hit rate 6.8% among 82,000
# * = called active by the depositor; · = not tested or not shown. Rule for the calls: active = growth percent below 10; inactive = the rest.
SMILES,NCI/ADR-RES,NCI-H522,OVCAR-5,NCI-H226,OVCAR-8,NCI-H322M,OVCAR-3,NCI-H23,NCI-H460
Cc1cc(C)c(O)c(C(=O)CC(Br)C(=O)O)c1 (centres undefined),103,82,106,106,105,101,108,96,108
Cc1ccc(S(=O)(=O)N(CC[C@@H]2C[C@H]2c2cc3ccccc3o2)Cc2cccc3cccnc23)cc1,92,81,87,79,92,99,109,89,98
COc1ccc(-c2cc(-c3ccc4ccccc4c3)c(C#N)c(=O)[nH]2)cc1S(N)(=O)=O,92,89,95,99,114,97,95,91,103
N#Cc1c(-c2ccc(O)cc2)nc(SCC(=O)NNc2ncnc3ccccc23)[nH]c1=O,110,100,108,109,104,107,121,·,108
COc1cc(/C(C)=C(\c2ccc(Cl)cc2)c2ccc(OCCN)cc2)ccc1F,114,100,98,107,100,101,108,·,104
COc1cc(-c2nn(-c3ccc(NC(=O)Nc4cc(C(F)(F)F)cc(C(F)(F)F)c4)cc3)cc2-c2ccncc2)ccc1Cl,3.9*,·,19,18,9.6*,6.9*,-21*,8.4*,-21*
O=S(=O)(c1ccccc1)c1nc(-c2ccccc2)oc1SCc1ccc(F)cc1,85,62,109,87,98,96,96,78,92
COc1ccc(C/C(C)=C(/c2ccc(OCCCN(C)C)cc2)c2ccc(OC(C)=O)cc2)cc1,92,96,86,98,96,94,91,81,73
NCCOc1ncccc1/C=C1\C2C=CC=CC2C2C=CC(F)=CC12 (centres undefined),28,48,31,-26*,26,64,35,2.8*,-22*
CCNC(=S)n1nc(-c2cc(OC)c(OC)c(OC)c2)nc1N,99,99,97,94,104,87,103,100,105
N#Cc1c(-c2ccccc2Cl)c2ccc3ccccc3c2oc1=O,81,51,107,87,75,103,90,83,92
CC1(C)CC[C@]23CC[C@]4(C)[C@H](CC[C@@H]5[C@@]6(C)C/C(=C/O)C(=O)C(C)(C)[C@@H]6CC[C@]54C)[C@H]2[C@H]1OC3,104,91,107,105,104,105,121,99,107
CC(=O)N1C(=S)NC(=O)C1CC(C)C (centres undefined),105,95,100,100,103,98,118,106,106
CCC(C)C(C(=O)O)n1c(O)c(C=C2N=c3ccccc3=N2)sc1=S (centres undefined),105,94,98,94,102,95,111,107,101
CC(O)(C(=O)O)c1ccccc1 (centres undefined),104,100,109,100,103,112,113,104,104
COc1cc(N=Nc2cc(Cc3ccc(N(C)C)cc3)c(N)cc2N(C)C)c2ncccc2c1,-18*,-5.0*,43,19,-37*,11,-29*,1.2*,-60*
COc1ccc(N(C)c2cc(C#N)nc3ccccc23)cc1N,-32*,-26*,35,25,14,48,7.7*,9.6*,0.9*
N#CC1C=C(c2ccc(Cl)cc2)N(c2cccc3cccc(N4C(=O)C(C#N)C=C4c4ccc(Cl)cc4)c23)C1=O (centres undefined),99,78,107,92,100,96,105,95,102
COc1ccc(NCc2cn(-c3ccc(C(=O)O)cc3)nc2-c2ccc(C(=O)O)cc2)c(OC)c1,104,95,103,102,101,92,105,98,100
C/C(=N\O)c1ccccn1,100,83,106,98,98,101,106,104,103

# Profiles, quoted from the list. Order of screens: NCI/ADR-RES, NCI-H522, OVCAR-5, NCI-H226, OVCAR-8, NCI-H322M, OVCAR-3, NCI-H23, NCI-H460
# COc1ccc(NCc2cn(-c3ccc(C(=O)O)cc3)nc2-c2ccc(C(=O)O)cc2)c(OC)c1 is listed as 104, 95, 103, 102, 101, 92, 105, 98, 100
# CC(=O)N1C(=S)NC(=O)C1CC(C)C (centres undefined) is listed as 105, 95, 100, 100, 103, 98, 118, 106, 106
# COc1cc(N=Nc2cc(Cc3ccc(N(C)C)cc3)c(N)cc2N(C)C)c2ncccc2c1 is listed as -18*, -5.0*, 43, 19, -37*, 11, -29*, 1.2*, -60*
# CC(O)(C(=O)O)c1ccccc1 (centres undefined) is listed as 104, 100, 109, 100, 103, 112, 113, 104, 104
# CCC(C)C(C(=O)O)n1c(O)c(C=C2N=c3ccccc3=N2)sc1=S (centres undefined) is listed as 105, 94, 98, 94, 102, 95, 111, 107, 101

# In the list so far, 4 have a Cl atom.
SMILES,NCI/ADR-RES,NCI-H522,OVCAR-5,NCI-H226,OVCAR-8,NCI-H322M,OVCAR-3,NCI-H23,NCI-H460
COc1cc(/C(C)=C(\c2ccc(Cl)cc2)c2ccc(OCCN)cc2)ccc1F,114,100,98,107,100,101,108,·,104
COc1cc(-c2nn(-c3ccc(NC(=O)Nc4cc(C(F)(F)F)cc(C(F)(F)F)c4)cc3)cc2-c2ccncc2)ccc1Cl,3.9*,·,19,18,9.6*,6.9*,-21*,8.4*,-21*
N#Cc1c(-c2ccccc2Cl)c2ccc3ccccc3c2oc1=O,81,51,107,87,75,103,90,83,92
N#CC1C=C(c2ccc(Cl)cc2)N(c2cccc3cccc(N4C(=O)C(C#N)C=C4c4ccc(Cl)cc4)c23)C1=O (centres undefined),99,78,107,92,100,96,105,95,102

# Other results.
SMILES,NCI/ADR-RES,NCI-H522,OVCAR-5,NCI-H226,OVCAR-8,NCI-H322M,OVCAR-3,NCI-H23,NCI-H460
COc1ccc(NC(=O)CSc2nnc(COc3cnc4ccccc4n3)o2)cc1,95,88,100,92,96,102,113,95,101
CC(C)=CCc1cc(O)cc2c1OC(C=C(C)C)C1=C2C(=O)C2=C(NCCS2(=O)=O)C1=O (centres undefined),88,-21*,41,-18*,3.2*,-18*,-9.9*,-49*,3.3*
Cn1cc(-c2cc3ncnc(Nc4ccc(CC(=O)Nc5cc(C(C)(C)C)nn5C)cc4)c3s2)cn1,101,41,102,38,36,46,61,60,43
Nc1nc2ccccc2c2c(=O)c3c(Cl)cccc3sc12,105,88,111,101,100,104,112,89,89
NC1=NC2(CCCCCC2)N(c2ccc(S(=O)(=O)Nc3ccccn3)cc2)C(N)=N1,103,89,97,101,97,104,109,96,106
COc1ccc(-c2nc3c(nc(C)c4ccc(=O)[nH]c43)o2)cc1,81,72,108,85,91,88,101,84,99
c1ccc(-c2nc(NCCc3c[nH]c4ccccc34)c3ccccc3n2)cc1,91,·,84,77,88,85,94,91,95
COC(=O)[C@]1(C)N[C@H](c2cn(-c3ccccc3)nc2C)[C@@H]2C(=O)N(c3ccc(Cl)cc3)C(=O)[C@@H]21,94,86,104,126,·,99,115,93,112
COc1ccc(NCc2cn(-c3ccc(C(=O)O)cc3)nc2-c2ccc(C(=O)O)cc2)cc1C(F)(F)F,105,98,93,99,103,89,105,100,100
Cn1cnc([N+](=O)[O-])c1Sc1n[nH]c(N)n1,101,85,97,97,97,113,117,102,114
CCCCCN(CCCCC)CC(O)c1ccc2cc(Br)c3ccccc3c2c1 (centres undefined),82,73,78,95,96,86,89,71,85
Cc1cc(NC(=O)C2c3ccccc3C(=O)N(CC(C)C)C2c2cccs2)no1 (centres undefined),·,-66*,32,103,3.7*,107,-54*,48,69
C=C1C(=O)O[C@H]2[C@H]1CC/C(COC(=O)/C=C\C(=O)NCc1ccc(Cn3c(=O)sn(CCCC)c3=O)cc1)=C\CC[C@@]1(C)O[C@@H]21,-9.3*,-44*,-79*,-70*,2.6*,35,-81*,-61*,-54*
C=CCOc1c(C)cc(C)cc1C,107,98,103,91,98,101,112,99,105
CC1=[N+](C)c2ccccc2C1(C)C,103,101,115,95,101,112,104,93,110
O=c1sc2cc3ccccc3nc2n1-c1ccc([N+](=O)[O-])cc1,107,84,97,93,101,98,·,102,103
Cc1ccc(-c2nnc(CSc3nc(-c4c(Cl)cccc4Cl)c(C#N)c(=O)[nH]3)o2)cc1,100,33,113,101,94,108,100,108,103
COc1ccc(Cc2nn(CC(=O)N/N=C/c3ccccc3)c(=O)c3c(C)noc23)cc1,103,103,108,100,90,109,110,·,111
COc1ccc(-c2c(NC(=O)Nc3ccc(S(N)(=O)=O)cc3)cnn2-c2ccc(S(N)(=O)=O)cc2)cc1,109,99,111,102,92,100,110,107,106
CCCCCCn1c(=N)n(CC(O)COc2cccc(C)c2)c2ccccc21 (centres undefined),-2.5*,-75*,-7.8*,·,-67*,-43*,23,11,-68*
CC(=O)O[C@H]1CC[C@]2(C)[C@H]3CC=C4[C@@H]5CC(C)(C)CC[C@]5(C(=O)N5CCNCC5)CC[C@@]4(C)[C@]3(C)CC[C@H]2C1(C)C,102,93,101,98,99,89,103,97,95
Cc1ccc(SCC(=O)O)c(C)c1,100,101,118,94,100,111,114,100,98
CC1=C(C(=O)c2cnccn2)C(c2ccc([N+](=O)[O-])cc2)NC(=O)N1 (centres undefined),98,86,100,98,104,107,110,87,109
Cc1ccc(O)cc1Nc1nc(SCCN2CCOCC2)nc2c1cnn2CC(Cl)c1ccc(Br)cc1 (centres undefined),7.4*,16,19,27,21,73,27,14,9.6*
CC12CCCC(C(C#N)C(N)=O)(C1)NC(=O)C2C#N (centres undefined),107,103,102,95,132,98,118,111,107
O=C(CCCSc1nc2ccccc2[nH]1)Nc1nnc(-c2ccccc2)o1,92,132,105,111,94,133,179,106,117
COc1cc(-c2nc(SCc3ccc([N+](=O)[O-])cc3)[nH]c(=O)c2C#N)ccc1OCc1ccccc1,100,93,104,92,102,101,·,102,102
Cc1[nH]c(-c2nc3ccccc3[nH]2)c(C)c1C(=O)N1CCc2sccc2C1,93,77,83,88,91,99,95,91,94
CCN(CC)CCC(C)=O,103,86,99,88,100,143,148,95,103
COC(C)CNC1=C(Cl)C(=O)c2ccccc2C1=O (centres undefined),108,84,120,115,101,111,98,59,96
O=C1Nc2cc(-c3ccc(NC(=O)c4ccccc4)cc3)ccc2/C1=C/c1ccc[nH]1,90,92,110,91,101,94,94,67,83
COc1cc(OC)cc(-n2cc(-c3ccc(Cl)c(Cl)c3)[nH]c2=S)c1,107,91,85,99,97,84,107,94,105
COc1cc(/C=C2/C=C(c3ccccc3)N(CCc3ccc(S(N)(=O)=O)cc3)C2=O)cc(OC)c1OC,100,81,118,95,92,100,110,103,105
CCCc1cc(=O)[nH]c(SCC(=O)c2ccc(C)cc2)n1,102,92,102,113,98,89,118,99,109
CCOC(=O)c1noc2c1CCc1c-2cn(Cc2ccc(OC)c(N)c2)c1-c1ccccc1,97,75,98,95,103,96,102,92,107
Clc1ccc2ncccc2c1,106,104,112,90,93,105,100,100,103
c1ccc(-c2c(-c3ccccc3)[n+](Cc3ccc4ccccc4c3)cn2Cc2ccc3ccccc3c2)cc1,70,-86*,-29*,-76*,-87*,-21*,-91*,-75*,-79*
Cc1ccc(NS(=O)(=O)c2ccc3c(c2)C2OCCC2C(c2ccc(C(=O)C(C)C)cc2)N3)cc1C (centres undefined),42,39,61,45,58,82,60,39,32
O=C(OCCOCCOC(=O)N1CCOCC1)N1CCOCC1,106,85,99,113,104,118,99,109,107
CN1CCc2cc3c(cc2C(=O)Cc2ccc4c(c2C1)OCO4)OCO3,88,96,87,100,108,80,91,82,104
O=C(Nc1ccc2c(ccn2C(=O)c2cccc(F)c2)c1)c1ccnnc1,109,·,95,94,106,116,115,96,99
C/C(=C(/c1ccccc1)c1ccc(N2C(=O)c3cccc4c(NCCN(C)C)ccc(c34)C2=O)cc1)c1ccccc1,103,92,101,88,103,104,104,96,103
COC(=O)c1ccc(NC2=CC(=O)C(C)=C(C)C2=O)cc1,72,92,107,95,93,107,53,81,100
Cc1ccc(N=Nc2ccc3c(S(=O)(=O)O)cccc3c2O)c(C)c1,96,90,109,93,93,90,100,88,·
CC(Nc1ccc(Br)cc1C(=O)O)C(=O)O (centres undefined),109,80,111,97,100,104,98,106,108
Cn1cccc1-c1cc(-c2ccc(Br)cc2)n(C(=S)Nc2ccc(F)cc2)c(=O)c1C#N,101,84,142,111,110,89,98,83,68
COC(=O)c1sccc1-c1cc(O)c(C(C)=O)s1,101,81,110,113,101,103,103,100,106
COc1ccc2cc([C@H](C)C(=O)N/N=C/c3cccc(Cl)c3)ccc2c1,71,85,91,84,100,94,117,91,88
CCCCCCCCCCCCCCCCCC,105,103,101,101,102,111,107,102,113
O=C=Nc1ccc(N=Nc2ccccc2)cc1,97,83,112,98,93,105,92,98,100
# Next records.
SMILES,NCI/ADR-RES,NCI-H522,OVCAR-5,NCI-H226,OVCAR-8,NCI-H322M,OVCAR-3,NCI-H23,NCI-H460
Cn1c(N)c(NC=O)c(=O)n(C)c1=O,99,84,103,86,100,100,107,98,105
Nc1ccc(-c2nnc(Cn3c(COc4cccc5ccccc45)nc4ccccc43)o2)cc1,101,101,103,101,102,81,119,93,109
Cc1cc(NS(=O)(=O)c2ccc(NC(=O)CSc3nc4ccccc4c(=O)n3-c3ccccc3)cc2)no1,102,92,93,93,102,84,109,92,108
N#Cc1c(-c2ccc(F)cc2)nc(N=Nc2c(O)[nH]c3ccc(Cl)cc23)nc1N1CCOCC1,16,53,85,11,19,47,22,37,52
C#CC(C)(CC)NC(=O)c1cc(-c2cccc(OC)c2)on1 (centres undefined),105,82,105,104,106,100,108,97,112
COc1ccc(/C=C/C(=O)Nc2ccc(-c3nc4ccc(F)cc4s3)cc2)cc1OC,108,87,111,88,108,108,123,94,108
CCN1CCN(C(=O)[C@]23CCC(C)(C)C[C@H]2C2=CC[C@@H]4[C@@]5(C)C/C(=C/c6ccco6)C(=O)C(C)(C)[C@@H]5CC[C@@]4(C)[C@]2(C)CC3)CC1,66,87,103,89,92,96,92,95,90
C=C1C(=O)O[C@H]2[C@H]1CC/C(COC(=O)C(=O)c1cn(C)c3ccc(OC)cc13)=C\CC[C@@]1(C)O[C@@H]21,7.4*,-61*,-19*,-68*,-9.1*,-62*,-72*,-36*,-76*
O=C(O)CCCN1C(=O)NC2(C1=O)c1ccccc1-c1ccccc12,97,80,101,91,97,101,109,93,105
CCOC(=O)Nc1ccc(C(=O)OCC)cc1,100,74,106,91,102,97,·,96,105
COc1ccc(N2N=C(c3ccc4c(c3)OCCO4)CC2c2cccc(NC(=O)CCCNS(=O)(=O)c3ccc(F)cc3)c2)cc1 (centres undefined),89,59,89,74,88,75,81,86,65
